LDHA block: LDHA (human) enzyme inhibition; P00338; purified LDHA, NADH/diaphorase-resazurin fluorescence; active compounds read low; activity change, % (values are at about 110 or 230 µM); 480,000 tested, 0.15% active; AID 1347041; in the data active means activity change below about -30%; inconclusive means mostly about -25% to -30%;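 further: plate controls were DMSO wells for no effect and wells without enzyme for full effect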
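Human LDH5 at 2 nM final in Tris HCl pH 7.4 with 0.06 mM NADH and 0.2 mM pyruvate, reacted 5 minutes at room temperature. Remaining NADH coupled via diaphorase/resazurin; resorufin fluorescence read at 0 and 20 minutes, normalized to enzyme-free and DMSO wells.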
RXFP1 agonist: agonists of human relaxin receptor RXFP1; Potency, µM (top dose mostly 57.5 µM), for the others: at the highest dose activation, hits mostly activators; 370,000 tested, 0.3% active; Q9HBX9; HEK293T-RXFP1 cAMP TR-FRET, 30 min; response scale: percent of porcine relaxin response, buffer zero; further: potency means the concentration at half of the fitted maximal effect; on the % scale 0 is the no-effect control and ±100 the full control effect; nearly all actives have a fitted effect of over 60% in size; many of its hits are not listed in these tables
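Agonist response is measured as cAMP accumulation in an RXFP1-transfected HEK293T line under PDE4 inhibition. Values are scaled between buffer-only and 29 nM porcine relaxin, and EC50s come from standard Hill equation fits.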
TrxR1 substrate: substrates of rat thioredoxin reductase 1. Potency, µM (titrated, usually from 114 µM), inactives show at the highest dose activity change, negative = substrate turnover. 390,000 tested, 0.01% active. purified TrxR1 substrate turnover, NADPH consumption readout. O89049; further: potency means the concentration at half of the fitted maximal effect; on the % scale 0 is the no-effect control and ±100 the full control effect; nearly all actives have a fitted effect of over 50% in size
Target sequence (O89049 whole entry, looked up): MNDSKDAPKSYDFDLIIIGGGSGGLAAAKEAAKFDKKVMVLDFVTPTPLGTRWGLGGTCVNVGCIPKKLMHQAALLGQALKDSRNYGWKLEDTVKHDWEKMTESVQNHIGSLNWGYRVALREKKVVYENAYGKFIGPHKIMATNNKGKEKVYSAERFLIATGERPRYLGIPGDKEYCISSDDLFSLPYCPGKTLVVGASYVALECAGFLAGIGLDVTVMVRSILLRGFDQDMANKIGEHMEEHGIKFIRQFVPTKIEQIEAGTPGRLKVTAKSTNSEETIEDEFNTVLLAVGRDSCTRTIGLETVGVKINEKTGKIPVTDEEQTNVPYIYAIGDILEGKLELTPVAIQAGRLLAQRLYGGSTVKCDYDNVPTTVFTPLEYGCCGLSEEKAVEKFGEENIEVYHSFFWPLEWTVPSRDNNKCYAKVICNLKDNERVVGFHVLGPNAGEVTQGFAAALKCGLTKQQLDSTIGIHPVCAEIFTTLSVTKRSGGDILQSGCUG
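Rat TrxR1, dispensed at 90 nM, was prereduced with 400 uM NADPH (final) for 5 min at ~22 deg C, then incubated with compound 15 min before 400 uM selenite. A first-read NADPH fluorescence drop versus no-compound background flagged substrates.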
Vif-APOBEC3F blk: Vif-A3F binding inhibition; HeLa A3F-eYFP + Vif (tagged APOBEC3F with the HIV-1 protein that degrades it), YFP fluorescence increase; Potency, µM (series often up to 46.1 µM), without a hit: top-dose activity, negative = active; 390,000 tested, 0.2% active; further: potency means the concentration at half of the fitted maximal effect; % of control where 0% means no effect; nearly all actives have a fitted effect of over 65% in size
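HeLa cells stably expressing Vif plus C-terminally eYFP-tagged A3F were seeded, incubated overnight at 37 deg C, dosed with compound, incubated overnight again at 37 deg C. Yellow fluorescence (Ex 488/Em 500-530) reported blocked Vif-mediated A3F-eYFP degradation.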
GRP78 ERSR act: inducers of ER stress response in human glioma cells; U87-MG GRP78 promoter luciferase reporter, 16 h; Potency, µM, without a hit: at the highest dose activation, usual class: activators; 420,000 tested, 0.02% active; AID 602332; further: potency means the concentration at half of the fitted maximal effect; series mostly up to about 76 µM; % of control where 0% means no effect; nearly all actives have a fitted effect of over 35% in size
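Stably transfected U87-MG glioma cells carrying a GRP78-based luciferase sensor; 16 h compound incubation. Luminescence end-point read 10 min after Bright-Glo addition at room temperature.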
USP1-UAF1 inh: USP1/UAF1 (human) deubiquitinase inhibition. recombinant USP1/UAF1, Ub-Rhodamine cleavage fluorescence. 390,000 tested, 0.23% active. O94782. Potency, µM (top dose mostly 57.1 µM), for the others: top-dose activity change, negative = inhibition, usual class: inhibitors. AID 743255; further: potency means the concentration at half of the fitted maximal effect; on the % scale 0 is the no-effect control and ±100 the full control effect; nearly all actives have a fitted effect of over 60% in size; inactives centre near -12
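Step one: compound is pinned into 1nM USP1/UAF1 in HEPES pH 7.8 buffer with TCEP. Step two: 15 min room-temperature incubation. Step three: Ub-Rho (150nM final) starts cleavage, tracked by fluorescence over six one-minute reads.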
PI4K2A inh: inhibitors of human PI4K2A | AID 1346378 | purified PI4K2A, ADP-Glo luminescence, 1 h; active compounds read low | 420,000 tested, 0.13% active | activity change, negative = inhibition, % at 76.9 µM; in the data active means activity change below about -50%; inconclusive means mostly about -30% to -49%;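 further: -100% = wells without enzyme as full effect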
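Compounds are screened against recombinant PI4K2A using PI as substrate and ATP, the latter dispensed at 300 microM. Reactions run one hour at ambient temperature before ADP-Glo detection; full inhibition defined by wells lacking enzyme.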
Vif-APOBEC3G blk: Vif-A3G binding inhibition | Q9HC16 | HeLa A3G-eYFP + Vif (tagged APOBEC3G with the HIV-1 protein that degrades it), YFP fluorescence, overnight | Potency, µM (doses to about 46.1 µM), for the others: top-dose activity, negative = active, hits mostly inhibitors | 410,000 tested, 0.076% active | AID 602310;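 further: potency means the concentration at half of the fitted maximal effect; on the % scale 0 is the no-effect control and ±100 the full control effect; nearly all actives have a fitted effect of over 60% in size; hits raise eYFP signal because A3G escapes Vif-driven loss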
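Read-out is eYFP fluorescence (Ex 488/Em 500-530) from Vif-expressing HeLa A3G-eYFP cells; more signal means A3G escaped Vif-mediated degradation. Cells plated overnight, compound pinned in, incubated overnight at 37 deg C.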
IDH1 R132H inh: human IDH1 R132H inhibition; IDH1-R132H enzyme, NADPH consumption, diaphorase/resazurin fluorescence; 390,000 tested, 0.093% active; Potency, µM (top dose mostly 76.6 µM), without a hit: top-dose activity change, negative = inhibition, hits mostly inhibitors; AID 602179; further: potency means the concentration at half of the fitted maximal effect; on the % scale 0 is the no-effect control and ±100 the full control effect; nearly all actives have a fitted effect of over 65% in size
Target sequence (O75874 whole entry R132H, stated change not applied): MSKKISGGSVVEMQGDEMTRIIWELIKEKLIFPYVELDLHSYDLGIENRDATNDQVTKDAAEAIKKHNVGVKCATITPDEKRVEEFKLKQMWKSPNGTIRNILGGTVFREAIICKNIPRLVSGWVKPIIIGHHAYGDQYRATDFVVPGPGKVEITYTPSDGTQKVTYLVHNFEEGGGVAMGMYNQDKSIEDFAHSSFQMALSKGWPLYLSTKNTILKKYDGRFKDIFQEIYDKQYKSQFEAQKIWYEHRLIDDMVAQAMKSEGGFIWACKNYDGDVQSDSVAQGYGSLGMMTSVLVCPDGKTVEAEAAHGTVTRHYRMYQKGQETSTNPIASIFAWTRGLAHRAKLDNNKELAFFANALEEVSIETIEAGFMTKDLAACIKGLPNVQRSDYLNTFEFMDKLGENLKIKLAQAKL
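IDH1-R132H (0.5 ug/mL) preincubated 30 min with compound, then NADPH (0.016 mM) and alpha-KG (2 mM) added; 80 min at RT, pH 7.5. Remaining NADPH coupled via diaphorase/resazurin to fluorescence (540/590 nm); concentration-response curves normalized to no-enzyme control.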
An asterisk follows results filed as active; u = inconclusive; x = no result given; & = joins results of further samples; [ ] = another dose, or the depositor's remark. Unless noted, the call rests on the fitted dose curve; in most records, active means well fitted curve in the direction sought with a large enough effect; inconclusive means small, poorly fitted or top-dose-only effect, or another doubt; inactive means no such curve, though single readings can be large; an effect the other way counts as inactive or inconclusive. A portion of the library. The share of hits here may be higher or lower than overall.

SMILES	LDHA block	RXFP1 agonist	TrxR1 substrate	Vif-APOBEC3F blk	GRP78 ERSR act	USP1-UAF1 inh	PI4K2A inh	Vif-APOBEC3G blk	IDH1 R132H inh
CCc1cc2c(cc3c(=O)n(CC(=O)N4CCN(c5cc(Cl)ccc5C)CC4)nc(CC)n32)s1	-16	3.8%	13%	-1%	-3%	-25%	2	0%	-1%
NC(=O)c1ccsc1NC(=O)COC(=O)/C=C/c1ccccc1	-10	-0.2%	1%[57.1 µM]	8%	0%	-19%	-1	-7%	1%
Cc1cc(=O)oc2c3c(cc(OCC(=O)N[C@@H](CC(C)C)C(=O)O)c12)OC(C)(C)CC3	-7	13%	137%[activator][57.1 µM]	7%	-4%	-22%	-1	4%	4%
O=C(Nc1cc(C(F)(F)F)ccc1Cl)C(Sc1n[nH]c(=O)[nH]c1=O)c1ccccc1 (configuration not stated)	-5	0.4%	-4%	0%	-1%	-16%	-1	0%	-22%
COc1ccc(CN(C)S(=O)(=O)c2nnc(NC(=O)c3ccccc3OC)s2)cc1OC	-3	-0.1%	2%	-1%	2%	-13%	-1	-7%	6%
COC(=O)c1ccc(COc2ccccc2/C=C(\C#N)C(=O)Nc2ccc(C)cc2)cc1	-3	2.2%	2%	5%	-4%	-22%	4	-11%	3%
Cc1onc(-c2c(F)cccc2Cl)c1C(=O)OCC(=O)Nc1cccc(S(=O)(=O)N(C)C)c1	-4	x	-10%	0%	-5%	-26%	-4	1%	-10%
CCCNC(=O)C1(C)CCCN(Cc2cc(-c3ccccc3)n(C)n2)C1 (configuration not stated)	-1	x	x	x	-3%	x	-1	3%	x
CC(=O)Nc1cccc(-c2ccnc3c2CC(C(=O)NCCC(F)(F)F)O3)c1 (configuration not stated)	-18	x	x	x	-3%	x	-3	u	x
CC1Cc2cc(S(=O)(=O)CCC(=O)NCc3ccco3)ccc2N1C(=O)C1CC1 (configuration not stated)	0	-0.1%	-5%	-2%	0%	-15%	1	u	-4%
Cc1ccc2[nH]c(O)c(N=NC(=O)C3CC3c3ccccc3)c2c1Br (configuration not stated)	0	0.3%	-5%	6%	-4%	-11%	0	-8%	0%
CC(c1ccccc1)C1CC(=O)N(Cc2ccco2)C1=O (configuration not stated)	-3	0.2%	3%	6%	-6%	-19%	6	2%	-2%

Two compounds picked at random from the list so far:
SMILES	LDHA block	RXFP1 agonist	TrxR1 substrate	Vif-APOBEC3F blk	GRP78 ERSR act	USP1-UAF1 inh	PI4K2A inh	Vif-APOBEC3G blk	IDH1 R132H inh
COC(=O)c1ccc(COc2ccccc2/C=C(\C#N)C(=O)Nc2ccc(C)cc2)cc1	-3	2.2%	2%	5%	-4%	-22%	4	-11%	3%
CCCNC(=O)C1(C)CCCN(Cc2cc(-c3ccccc3)n(C)n2)C1 (configuration not stated)	-1	x	x	x	-3%	x	-1	3%	x

More compounds
SMILES	LDHA block	RXFP1 agonist	TrxR1 substrate	Vif-APOBEC3F blk	GRP78 ERSR act	USP1-UAF1 inh	PI4K2A inh	Vif-APOBEC3G blk	IDH1 R132H inh
CC(=O)N(Cc1ccco1)C1(C(=O)NC2CCCCC2)CCCCC1	-5	2.8%	-1%	2%	-8%	-8%	0	0%	-7%
CC(C)=CCSc1nnc([C@@H](NC(=O)OC(C)(C)C)C(C)C)o1	12	0.8%	-2%	-8%	1%	-22%	1	0%	9%
Cc1ccc(CCNC(=O)c2ccc(CS(=O)(=O)c3ccccc3C)o2)cc1	-1	2.5%	-8%	-4%	-1%	-14%	6	2%	-6%
Cn1cccc1C1C(C#N)=C(N)OC2=C1C(=O)CC(C)(C)C2 (configuration not stated)	0	-1.0%	2%	1%	-4%	-21%	-4	-3%	11%
COc1ccccc1CC(=O)O/N=C(\N)c1cccc([N+](=O)[O-])c1	2	1.4%	-1%	-2%	6%	-5%	-9	5%	-1%
S=C(NCC1CCCO1)N1CCc2ccccc2C1 (configuration not stated)	3	-1.0%	2%	1%	2%	-23%	-3	2%	6%
CN1CCC(N(C)C(=O)c2cc(S(=O)(=O)N(C)c3ccccc3)ccc2Cl)CC1	2	x	-4%	2%	0%	-15%	-2	4%	0%
Cc1ccc(NC2CCCN(C(=O)c3cc(C(C)C)nn3C)C2)cc1C (configuration not stated)	-14	x	x	-13%	-4%	-2%	-2	-1%	-8%
COC(=O)c1cc(NC(=O)C2CCCN(S(=O)(=O)c3c(C)n[nH]c3C)C2)cc(C(=O)OC)c1 (configuration not stated)	-11	1.9%&2.7%	-2%	-14%	-1%	1%	-20	2%	4%
CN(C)S(=O)(=O)c1cccc(C(=O)Nc2ccccc2[N+](=O)[O-])c1	0	0.9%	-3%	-10%	-12%	-15%	-6	-13%	0%
CCN(CC)CCN1C(=O)C(=O)/C(=C(/O)c2ccc(OC(C)C)cc2)C1c1cccs1 (configuration not stated)	-6	6.1%	1%[57.1 µM]	8%	-2%	-16%	-2	2%	-13%
Cc1ccc(-c2nc3cccnc3s2)cc1NS(=O)(=O)c1cccs1	-16	7.5%	5%[57.1 µM]	-12%	-1%	-20%	11	-11%	-12%
Cc1ccc2nc(NC(=O)c3ccc(S(=O)(=O)N4CCCc5ccccc54)cc3)sc2c1	-3&0	5.5%&-1.1%	5%&3%[57.1 µM]	-4%&-4%	-4%&-5%	-33%&-7%	-2&0	3%&0%	14%&2%
COc1ccc(CC(=O)Nc2nc3c(s2)CCCC3)cc1	-7	-0.9%	-3%	3%	0%	-21%	-3	-4%	19%
CCOCCCNC(=O)C1(O)c2ccccc2NC(=O)N1c1ccc(Cl)cc1 (configuration not stated)	-4	3.8%	6%	-1%	4%	-20%	4	-10%	-5%
COc1ccccc1C(=O)NC(=O)COC(=O)CN1C(=O)NC(C)(C)C1=O	0	1.0%	4%[57.1 µM]	10%	-1%	-15%	-2	2%	-7%
O=C(Nc1nnc(-c2ccncc2)s1)C1CCCO1 (configuration not stated)	-3	0.2%	99%[activator]	1%	2%	-16%	-7	0%	6%
COCCn1c(SCC(=O)Nc2cccnc2Cl)nc2ccccc2c1=O	-2	3.7%	-11%	-6%	-3%	-6%	1	-4%	1%
O=[N+]([O-])c1ccccc1N/N=C/c1cc2ccccc2nc1Cl	5	-4.1%	2%	5%	5%	-6%	5	0%	12%
COc1ccc(C(=O)N2CC(=O)Nc3ccc(F)cc3C2c2ccccc2)cc1 (configuration not stated)	-2	0.6%	-4%	5%	-4%	-28%	0	0%	0%
CCc1cccc(C)c1NC(=O)c1cc(C)oc1C	4	-0.2%	2%	-8%	-4%	4%	2	3%	3%
Cn1c(Cn2c(=O)sc3ccccc32)nnc1SCc1ccccc1	-5	-0.2%	8%[57.1 µM]	1%	-3%	-13%	-2	0%	-2%
O=C(Nc1nc(-c2ccc(Cl)s2)cs1)c1ccccc1	-6	1.8%	17%	x	1%	-8%	-4	4%	13%
O=C(Nc1ccc(Br)cc1)c1cc2ccccn2n1	-3	-1.1%	8%[57.1 µM]	5%	3%	-22%	-3	1%	19%
COc1ccc(CNC(=O)CCc2c(C)nc3ncnn3c2C)cc1	-1	-2.0%	-2%	2%	-5%	-7%	2	3%	6%
O=[N+]([O-])c1cccc(/C=N/Nc2cc(Cl)nc(-c3ccccc3)n2)c1	-3	1.2%	7%[57.1 µM]	-9%	-5%	-22%	-1	-1%	0%
Cc1ccccc1C(=O)Nc1ccnn1C1CCN(Cc2c(C)n(C)c3ccccc23)CC1	-3	-0.2%	-2%	2%	-2%	-11%	6	5%	5%
CCOC(=O)Cc1nnc(NC(=O)C2CCCCC2)s1	-3	-0.8%	7%	-14%	-2%	-4%	-1	0%	4%
Cc1cc(N2CCOCC2)nc(-c2ccccc2O)n1	-1	-2.2%	-4%	-6%	9%	-11%	1	1%	2%
C=CCNC(=S)/N=c1/ccccn1Cc1ccccc1	-14	0.2%	-9%	7%	-2%	-8%	-6	-6%	-10%
CC(=O)OCc1c(COC(C)=O)[n+](=O)c2ccccc2n1[O-]	2	1.2%	-10%	-2%	-4%	-17%	-4	4%	3%
O=C(O)CN1C(=O)NC2(CCc3ccccc32)C1=O (configuration not stated)	-16	-0.5%	-2%	-3%	-4%	-8%	1	1%	0%
Cc1[nH]c2ccccc2c1C(=O)COC(=O)c1ccc([N+](=O)[O-])s1	3	2.0%	-1%	-11%	-13%	-26%	-4	-15%	12%
O=C(NCc1ccc2c(c1)OCO2)C(=O)NCC1OCCN1S(=O)(=O)c1ccc(Cl)cc1 (configuration not stated)	-9	-4.3%	-6%	-2%	-5%	-14%	0	-1%	6%
CC(=O)NC1(c2cccc(F)c2)CCN(C(=O)Nc2ccc(C#N)cc2)CC1	-1	-2.3%	-1%	0%	-1%	-10%	-1	1%	-1%
COc1ccccc1C(=O)N(Cc1ccco1)Cc1ccccc1F	-11	-2.9%	-5%	0%	-6%	-24%	2	4%	17%
O=C(CSc1nccn1-c1ccccc1)NO	-1	0.8%	6%	1%	-2%	-23%	1	-1%	-4%
COc1ccc(-n2c(SCC(=O)N(C)C3CCS(=O)(=O)C3)nc3ccc(O)cc3c2=O)cc1OC (configuration not stated)	-3	x	2%	5%	-1%	u	4	0%	6%
COC(=O)c1ccc(CNC(=O)c2ccc3c(c2)NC(=O)CS3)cc1	-10	3.2%	8%	-1%	0%	-23%	-6	-16%	8%
CCOc1ccc(NC(=O)COC(=O)c2c(OC)cccc2OC)cc1	-6	3.0%	3%	-2%	1%	u	-6	0%	1%

Bioassay records as filed in PubChem BioAssay.
